# High-throughput results from PubChem BioAssay.
# Pol beta inh: blocks human DNA polymerase beta activity; P06746; Pol beta primer extension/strand displacement, fluorescence kinetic; Potency, µM (series often up to 114 µM), inactives show at the highest dose activity change, negative = inhibition, most hits filed as inhibitors; 340,000 tested, 1.3% active; also: potency is read from the fitted curve at half-maximal effect; % is scaled to controls: 0 for no effect and ±100 for the full control effect
#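 Homogeneous kinetic assay of primer extension and strand displacement by 10 nM Pol beta, preincubated 15 min at room temperature with compound before 50 nM substrate (final) was added. Read at 0 and 10 min; four-parameter Hill fit.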
# TRHR agonist: activates the human TRH receptor; P34981; activation, % at 2 µM; TRHR cells, calcium flux fluo-8, FDSS agonist mode; 360,000 tested, 0.18% active; in the data active = activation above about 30%; also: 0% is about no effect
# Target sequence (P34981 whole entry, looked up): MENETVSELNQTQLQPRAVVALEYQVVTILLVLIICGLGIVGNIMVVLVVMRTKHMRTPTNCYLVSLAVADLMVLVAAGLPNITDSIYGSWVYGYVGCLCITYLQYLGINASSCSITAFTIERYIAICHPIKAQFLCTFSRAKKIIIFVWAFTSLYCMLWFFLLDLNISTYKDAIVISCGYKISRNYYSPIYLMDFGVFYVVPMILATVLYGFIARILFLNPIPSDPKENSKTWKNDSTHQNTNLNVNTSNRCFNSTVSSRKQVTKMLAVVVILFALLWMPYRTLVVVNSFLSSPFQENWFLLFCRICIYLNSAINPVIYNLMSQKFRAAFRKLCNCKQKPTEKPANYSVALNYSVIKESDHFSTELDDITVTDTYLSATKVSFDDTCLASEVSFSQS
#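 Read-out: compound-evoked intracellular calcium rise in TRHR cells, fluo-8 dye, kinetic FDSS fluorescence at 1 s/cycle following a 10-cycle baseline. Cells cultured overnight before dye loading (30 min–1.5 h, RT).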
# APE1 inh: inhibitors of human APE1 endonuclease; Potency, µM (titrated, usually from 65.8 µM), without a hit: top-dose activity change, negative = inhibition, hits mostly inhibitors; 350,000 tested, 0.35% active; P27695; recombinant APE1, TAMRA/BHQ-2 abasic DNA cleavage fluorescence;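 also: potency is read from the fitted curve at half-maximal effect; plate controls were vehicle for no effect and reference inhibitor for full effect; nearly all actives have a fitted effect of over 55% in size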
# Target sequence (P27695 whole entry, looked up): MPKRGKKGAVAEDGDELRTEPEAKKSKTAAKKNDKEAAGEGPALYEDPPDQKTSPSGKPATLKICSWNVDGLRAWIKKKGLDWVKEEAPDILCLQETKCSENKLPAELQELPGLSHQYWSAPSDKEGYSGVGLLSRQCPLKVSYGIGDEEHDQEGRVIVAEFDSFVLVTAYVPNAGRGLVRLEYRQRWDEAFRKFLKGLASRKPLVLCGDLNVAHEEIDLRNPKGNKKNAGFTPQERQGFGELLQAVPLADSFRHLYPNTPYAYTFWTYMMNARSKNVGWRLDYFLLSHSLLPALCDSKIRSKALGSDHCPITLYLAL
#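 Endonuclease cleavage of a quenched abasic-site DNA duplex (50 nM) by APE1 (0.75 nM) was tracked by TAMRA dequenching. Compounds were preincubated with enzyme 15 min at room temperature; data normalized to buffer-only and DMSO wells plus NSC13755 control.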
# POLI inh: DNA polymerase iota (human) inhibition; 390,000 tested, 1% active; Q9UNA4; AID 588590; Potency, µM (highest dose often 115 µM), without a hit: top-dose activity, negative = inhibition, hits mostly inhibitors; Pol iota fluorescent replication assay, 10 min; also: potency is read from the fitted curve at half-maximal effect
#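 Pol iota at 10 nM preincubated 15 min with compounds at room temperature; reaction started with fluorescent substrate, 50 nM final. Fluorescence read kinetically at 0 and 10 min; buffer-only wells as negative control.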
# Apoferritin bind: candidate novel general anesthetic via apoferritin binding; P02791; Potency, µM (titrated, usually from 77.5 µM), inactives show at the top dose activity change, negative = displacement, most hits filed as inhibitors; AID 485281; apoferritin/1-aminoanthracene competitive binding, fluorescence; 350,000 tested, 0.074% active; also: potency is read from the fitted curve at half-maximal effect; % is scaled to controls: 0 for no effect and ±100 for the full control effect; nearly all actives have a fitted effect of over 20% in size
# Target sequence (P02791 2-175 limits assumed): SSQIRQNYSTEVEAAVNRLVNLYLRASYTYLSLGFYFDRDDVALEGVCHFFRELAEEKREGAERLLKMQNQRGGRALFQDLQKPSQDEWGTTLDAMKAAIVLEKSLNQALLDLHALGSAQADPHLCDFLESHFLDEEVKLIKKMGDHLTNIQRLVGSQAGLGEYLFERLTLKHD
#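 Concentration-response curves derived by four-parameter Hill fitting of normalized fluorescence, where compounds displaced 1-AMA from 10 uM horse apoferritin following a brief 10 min room-temperature incubation; propofol titration acted as positive control.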
# BLM helicase inh: Bloom syndrome helicase (human) inhibition; P54132; recombinant BLM DNA unwinding, fluorescence dequenching; Potency, µM (highest dose often 56.1 µM), for the others: top-dose activity change, negative = inhibition, most hits filed as inhibitors; 350,000 tested, 0.2% active; AID 2528;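 also: potency is read from the fitted curve at half-maximal effect; plate controls were vehicle for no effect and no enzyme for full effect; nearly all actives have a fitted effect of over 35% in size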
# POLK inh: blocks human DNA polymerase kappa activity | Q9UBT6 | 400,000 tested, 0.53% active | AID 588579 | Potency, µM (highest dose often 107 µM), inactives show at the top dose activity, negative = inhibition, hits mostly inhibitors | purified Pol kappa, fluorescent DNA synthesis assay, 10 min; also: potency is read from the fitted curve at half-maximal effect; % is scaled to controls: 0 for no effect and ±100 for the full control effect
#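 Inhibition of 10 nM Pol kappa is measured by a fluorescent read-out at 0 and 10 min following addition of 50 nM substrate (final), with a 15-min room-temperature compound preincubation.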
# 12-LOX inh: blocks human arachidonate 12S-lipoxygenase; purified 12hLO, xylenol orange hydroperoxide absorbance; Potency, µM (highest dose often 108 µM), inactives show at the highest dose activity change, negative = inhibition, usual class: inhibitors; 580,000 tested, 1.1% active; AID 1671190; also: potency is read from the fitted curve at half-maximal effect; % is scaled to controls: 0 for no effect and ±100 for the full control effect
#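 Purified human 12hLO (150 nM final) in 25 mM Hepes, 0.01% Triton X-100, pH 7.0 was preincubated 15 min at room temperature with compound. Then 40 uM arachidonic acid was added, 30 min. Hydroperoxide was read by Fe-XO absorbance ratio 573/405 nm.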
# ERG Ets-DNA blk: ERG Ets/DNA interaction inhibition | P11308 | fluorescence polarization, His-ERG Ets domain / labelled DNA | AID 624246 | 370,000 tested, 0.028% active | Potency, µM (top dose mostly 76.9 µM), for the others: at the highest dose FP activity, negative = inhibition, usual class: inhibitors; active = well fitted inhibition curve with a large enough effect in the polarisation, with a control signal flat; inconclusive = small, poorly fitted or top-dose-only effect, or effect the other way, or a change in a side signal; inactive = no such curve, though single readings can be large or run the other way; the % refers to the polarisation;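 also: polarization taken with two DNA probes labelled with fluorescein and Texas red; potency is read from the fitted curve at half-maximal effect; % of control where 0% means no effect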
#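 His-tagged ERG Ets domain (1 uM in the protein solution; 300mM KCl, 50mM Tris-HCl, 1mM EDTA, 1mM DTT, pH 7.5) received compound, then a probe mix of 5 nM fluorescein-DNA and 100nM Texas-615-DNA. Fluorescence polarization was read for both dyes.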
# * marks the source's active call; other numbers are inactive results; ? = inconclusive; . = not tested or not shown; [ ] = remark or other dose. Unless noted, calls follow the shape of the dose curve; as a rule, active = well fitted curve in the direction sought with a large enough effect; inconclusive = small, poorly fitted or top-dose-only effect, or another doubt; inactive = no such curve, though single readings can be large; an effect the other way counts as inactive or inconclusive. A portion of the library; rates above refer to the full screens.
[1] Cc1noc(C)c1COc1ccc(CC(=O)NCCc2ccccc2)cc1
[2] O=C(NNC1=NCCC1)c1cccc(S(=O)(=O)N2CCCCC2)c1
[3] COc1cc(C(=O)NC(=S)Nc2ccc(Cc3ccncc3)cc2)cc(OC)c1OC
[4] O=C(C1=C[C@H](C2CCCCC2)C[C@H](OCc2ccc(CO)cc2)O1)N1CCOCC1
[5] CCN(C(=O)c1ccc2c(SCC(=O)O)c3c(nc2c1)CCC3)c1cc(Cl)ccc1OC
[6] FC(F)(F)c1ccc(Cl)c(NC(=S)N/N=C/c2ccccc2Cl)c1
[7] CC(C)n1cnc2c(Nc3ccc(F)c(Cl)c3)nc(NCCO)nc21
[8] C=CCOc1ccc(C2CC(C)=NN2c2ccccc2)cc1 (stereo not drawn)
screen / no. | 1 | 2 | 3 | 4 | 5 | 6 | 7 | 8
Pol beta inh | 5% | 3%[57.1 µM] | 1% | -29% | -1% | -2% | 37% | 3%
TRHR agonist | -0.5 | 0.0 | -1.2 | -0.5 | 0.6 | 1.1 | -0.8 | 0.0
APE1 inh | 25% | 4% | -12% | 2% | 16% | 1% | 6% | ?
POLI inh | 182%[activator] | -5% | -3% | 28% | -14% | 7% | 3% | -8%
Apoferritin bind | -8% | -7% | 3% | 7% | -2% | -2% | -12% | -9%
BLM helicase inh | 1% | -8% | -8% | 1% | -3% | -3% | -2% | -2%
POLK inh | -2% | -14% | -26% | -9% | -5% | 2% | 4% | -7%
12-LOX inh | 0% | 5% | 0% | -10% | -10% | 235%[activator] | 13% | -24%
ERG Ets-DNA blk | -1% | -4% | 1% | -7% | -7% | 13% | -1% | -5%

[9] CCCSc1nc2c(c(=O)n(C)c(=O)n2C)n1C
[10] CC(=O)NCCn1c(SCC(=O)NC2CCCCC2)nc2ccccc2c1=O
[11] O=C(CNC(=O)c1ccco1)Nc1ccc(Cl)cc1
[12] COc1cccc(N2CCN(C(=O)c3ccc4nc(N5CCCCC5)sc4c3)CC2)c1
[13] COC(=O)c1ccc(C(C(=O)NCc2ccccc2)N(Cc2ccco2)C(=O)c2cnccn2)cc1 (stereo not drawn)
[14] Cc1ccc(OCc2nc3ccccc3n2Cc2ccccc2Cl)cc1
[15] Cc1ccc(CN2CCc3nc(N4CCN(c5ccccc5F)CC4)ncc3C2)s1
[16] CC1(C)CC(=O)c2cnc(NC(=O)CCc3ccccc3)nc2C1
screen / no. | 9 | 10 | 11 | 12 | 13 | 14 | 15 | 16
Pol beta inh | 3% | 0% | 2% | 26% | 22% | 6% | -15% | -17%
TRHR agonist | 1.2 | -0.1 | 0.8 | -0.7 | -0.1 | 4.1 | -1.3 | -0.6
APE1 inh | -3% | -10% | 4% | -1% | -3% | . | . | 0%
POLI inh | -20% | 60%[activator] | 127%[activator] | 8% | -11% | -4% | -2% | 7%
Apoferritin bind | -8% | -2% | -10% | 0% | -19% | 56%[activator] | 0% | -7%
BLM helicase inh | 2% | -5% | -4% | 0% | -3% | -10% | -1% | -2%
POLK inh | -23% | -4% | -6% | -10% | 4%[60.1 µM] | 4% | -11%[60.1 µM] | -12%
12-LOX inh | 13% | 0% | . | 251%[activator] | 8% | -23% | ? | 4%
ERG Ets-DNA blk | 4% | 1% | -7% | 3% | . | -4% | -4% | 4%

[17] CCCn1c(CCC(=O)Nc2cccc(C)c2C)nc2cccnc21
[18] CCCCC(=O)N1c2ccccc2C(C)(c2ccccc2)CC1(C)C (stereo not drawn)
[19] Cc1nn(C)cc1/C=C1\SC(=S)NC1=O
[20] CCOC(=O)c1ccc(NC(=O)c2nn(CC)cc2Br)cc1
[21] CSc1ncccc1C(=O)OCC(=O)NCCc1ccccc1
[22] COc1ccccc1C(c1c(O)nc(SC)[nH]c1=O)c1c(O)nc(SC)[nH]c1=O
[23] CCC(NC(=O)c1ccccc1NC(=O)c1ccc(OC)cc1)C(=O)N1CCCC1 (stereo not drawn)
[24] COC(=O)c1cc(-c2ccc(S(=O)(=O)N3CCCC(C)C3)cc2)c(C(F)(F)F)s1 (stereo not drawn)
screen / no. | 17 | 18 | 19 | 20 | 21 | 22 | 23 | 24
Pol beta inh | 1% | 3% | 0% | -15% | . | . | 10% | 2%
TRHR agonist | -2.2 | 0.9 | -0.7 | -0.4 | . | . | -0.5 | 0.6
APE1 inh | . | . | ? | 1% | 10% | . | 28% | 12%
POLI inh | -9% | 3% | -12% | 14% | 27% | 9% | 2% | 13%
Apoferritin bind | -5% | -12% | -8% | -9% | . | . | -6% | -7%
BLM helicase inh | -2% | -4% | -3% | -6% | . | . | -11% | -12%
POLK inh | -7% | 1% | -2% | -14% | 6% | -9% | -1% | 14%
12-LOX inh | 6% | -21% | ? | -4% | ? | -15% | 1% | 1%
ERG Ets-DNA blk | 1% | -1% | 11% | -4% | 8% | -17% | -11% | -10%

[25] O=C(NNC(=S)Nc1ccccc1)C1CC1
[26] COc1ccc(C(CCc2ccc(C)o2)NC(=O)Nc2ccc(OC)cc2OC)cc1 (stereo not drawn)
[27] O=C(NC(=S)N1CCCCC1)c1cccnc1
[28] O=C1C=C(c2cc(Cl)cc(Cl)c2)C[C@@H](c2ccc3c(c2)OCO3)C1
[29] O=S(=O)(NCc1ccccc1)c1cccs1
[30] COc1ccc(/C=N/NC(=O)c2ccc(Br)cc2)c(OC)c1
[31] COc1ccc(NC(=O)C(NC(=O)c2ccc(C)cc2)c2ccccc2)cc1 (stereo not drawn)
[32] COc1cc(C(=O)NNC(=O)CNC(=O)C2CCCCC2)ccc1OC(C)C
screen / no. | 25 | 26 | 27 | 28 | 29 | 30 | 31 | 32
Pol beta inh | 15% | 8% | 3% | . | 1% | 3% | -12% | .
TRHR agonist | -0.6 | 0.0 | 0.4 | -0.2 | -0.1 | -0.5 | -1.2 | .
APE1 inh | 3% | -9% | -1% | 2% | 3% | 2% | -13% | 3%
POLI inh | 25% | 2% | 10% | -12% | ? | 18% | 50%[activator] | 7%
Apoferritin bind | -4% | 93%[activator] | -4% | . | ? | 6% | -12% | .
BLM helicase inh | 2% | -11% | -4% | . | 1% | -15% | 1% | .
POLK inh | -4% | -16% | -14% | -19% | ? | -3% | -30% | -10%
12-LOX inh | 22% | -24% | -9% | -42% | 473%[activator] | 18% | -3% | -2%
ERG Ets-DNA blk | . | -7% | -1% | 2% | -7% | ? | -13% | 3%

# Nothing new here: entries from further up.
[25] O=C(NNC(=S)Nc1ccccc1)C1CC1
[26] COc1ccc(C(CCc2ccc(C)o2)NC(=O)Nc2ccc(OC)cc2OC)cc1 (stereo not drawn)
[27] O=C(NC(=S)N1CCCCC1)c1cccnc1
screen / no. | 25 | 26 | 27
Pol beta inh | 15% | 8% | 3%
TRHR agonist | -0.6 | 0.0 | 0.4
APE1 inh | 3% | -9% | -1%
POLI inh | 25% | 2% | 10%
Apoferritin bind | -4% | 93%[activator] | -4%
BLM helicase inh | 2% | -11% | -4%
POLK inh | -4% | -16% | -14%
12-LOX inh | 22% | -24% | -9%
ERG Ets-DNA blk | . | -7% | -1%

# Exported bar-delimited: part of the list above
nr | SMILES | Pol beta inh | TRHR agonist | APE1 inh | POLI inh | Apoferritin bind | BLM helicase inh | POLK inh | 12-LOX inh | ERG Ets-DNA blk
30 | COc1ccc(/C=N/NC(=O)c2ccc(Br)cc2)c(OC)c1 | 3% | -0.5 | 2% | 18% | 6% | -15% | -3% | 18% | ?
28 | O=C1C=C(c2cc(Cl)cc(Cl)c2)C[C@@H](c2ccc3c(c2)OCO3)C1 | . | -0.2 | 2% | -12% | . | . | -19% | -42% | 2%
26 | COc1ccc(C(CCc2ccc(C)o2)NC(=O)Nc2ccc(OC)cc2OC)cc1 (stereo not drawn) | 8% | 0.0 | -9% | 2% | 93%[activator] | -11% | -16% | -24% | -7%

# (listing goes on)
[33] COc1ccc(S(=O)(=O)N2CCN(C(C)C(=O)Nc3ccc(C(C)C)cc3)CC2)cc1 (stereo not drawn)
[34] Cc1nn(Cc2c(F)c(F)c(F)c(F)c2F)c(C)c1NC(=O)c1cccc(COc2ccc(Cl)cc2)c1
[35] Cc1ccc(C)c(Cc2c(C)nc(C)[nH]c2=O)c1
[36] O=C(NCC1CCCO1)C(Cc1ccccc1)N1C(=O)C2C3C=CC(C4CC34)C2C1=O (stereo not drawn)
[37] Cc1c(-c2ccccc2)c(=O)oc2c(CN3CCCC3)c(O)ccc12
[38] COc1ccccc1NS(=O)(=O)c1cccc(C(=O)N/N=C(\C)c2cccnc2)c1
[39] COc1cc(Cl)c(C)cc1NC(=O)Cn1c(C)c2cnn(-c3ccccc3)c(=O)c2c1C
[40] O=C(NCc1ccccn1)C1CCN(S(=O)(=O)c2ccc(Br)cc2)CC1
[41] CSc1ccc(NC(=O)N2CC(C)OC(C)C2)cc1 (stereo not drawn)
screen / no. | 33 | 34 | 35 | 36 | 37 | 38 | 39 | 40 | 41
Pol beta inh | . | 1% | 26% | 57% | -28% | . | -16% | 0% | 35%
TRHR agonist | 0.7 | -0.4 | 1.4 | 0.6 | -0.3 | 0.7 | 0.1 | 1.4 | -0.3
APE1 inh | -1% | -1% | 3% | 1% | . | 8% | . | 4% | 0%
POLI inh | 4% | ? | -5% | 70%[activator] | -6% | -3% | 1% | -12% | 1%
Apoferritin bind | . | ? | -1% | -7% | . | . | -1% | -6% | -19%
BLM helicase inh | . | -1% | -1% | -3% | -1% | . | 0% | 3% | -2%
POLK inh | -7% | 0% | -1% | -12% | -13%[60.1 µM] | -3% | -14% | -8% | 7%
12-LOX inh | -12% | -27% | -13% | -6% | 0% | 13% | -12% | 0% | 2%
ERG Ets-DNA blk | -5% | 12% | 0% | -1% | -4% | 7% | -1% | 0% | 1%
